# Screens deposited in PubChem BioAssay by The Scripps Research Institute Molecular Screening Center.
# OXTR potentiate: potentiators of human oxytocin receptor; hit rate 0.061% among 320,000; CHO-OTR cells, Fluo-8 calcium fluorescence, potentiator mode; 0% = oxytocin EC15, 100% = EC100; activation, % at 3 µM; P30559;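 active means activation above that plate's cutoff, the mean activation of tested compounds plus 3 SD, cut at about 6.6% in these data, passing the limit was not always enough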;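 further: 100% uses oxytocin at 75 nM as the full agonist control; some results filed as inactive read as strong as hits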
# Target sequence (P30559 whole entry, looked up): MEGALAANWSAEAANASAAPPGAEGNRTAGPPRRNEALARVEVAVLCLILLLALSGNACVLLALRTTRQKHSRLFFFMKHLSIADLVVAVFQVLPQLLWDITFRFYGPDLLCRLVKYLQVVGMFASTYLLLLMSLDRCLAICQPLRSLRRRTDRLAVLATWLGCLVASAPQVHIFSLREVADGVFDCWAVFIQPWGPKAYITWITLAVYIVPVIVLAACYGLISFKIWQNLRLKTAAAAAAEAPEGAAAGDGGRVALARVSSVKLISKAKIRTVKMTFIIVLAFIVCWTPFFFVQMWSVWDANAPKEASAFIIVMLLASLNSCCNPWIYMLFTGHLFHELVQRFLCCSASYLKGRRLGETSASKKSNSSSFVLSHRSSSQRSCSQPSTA
#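 Measured by – Fluo-8 calcium dye fluorescence · Test system – human OTR in CHO cells · Dosing – one concentration, 3.0 µM compound · Controls – EC15 oxytocin alone as 0%, 75 nM oxytocin as 100% · Evaluation – normalized max/min fluorescence ratio, % activation · Timing – 6 min pre-incubation, 100 s read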
# M1 ag: activates human CHRM1 receptor | CHO-K1 hM1, Fluo-8 calcium fluorescence, agonist mode; 0% DMSO, 100% acetylcholine EC100 | activation, % at 3 µM | hit rate 0.33% among 360,000 | AID 588814;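 active means activation above the run's mean compound activation plus 3 SD, cut at about 16% in these data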;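 further: peak over basal fluorescence ratio within a 140 s kinetic read after compound addition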
# Target sequence (P11229 whole entry, looked up): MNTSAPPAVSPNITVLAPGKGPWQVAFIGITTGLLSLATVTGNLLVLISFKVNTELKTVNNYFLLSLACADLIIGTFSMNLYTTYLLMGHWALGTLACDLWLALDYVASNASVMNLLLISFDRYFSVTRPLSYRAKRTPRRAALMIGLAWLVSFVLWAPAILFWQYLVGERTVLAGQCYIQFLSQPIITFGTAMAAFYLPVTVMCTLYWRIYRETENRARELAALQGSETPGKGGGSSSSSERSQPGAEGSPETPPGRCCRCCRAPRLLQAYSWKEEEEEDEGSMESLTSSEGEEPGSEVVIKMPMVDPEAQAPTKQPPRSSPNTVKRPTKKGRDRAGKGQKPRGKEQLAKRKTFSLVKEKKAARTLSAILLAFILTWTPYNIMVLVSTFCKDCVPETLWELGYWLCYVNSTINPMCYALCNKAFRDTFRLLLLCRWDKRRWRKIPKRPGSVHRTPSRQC
# M1 antag: human CHRM1 antagonism; P11229; inhibition, % at 3 µM; CHO-K1 hM1, Fluo-8 calcium fluorescence, ACh EC80 antagonist; hit rate 1.3% among 360,000;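 active means percent inhibition above its own plate's cutoff, namely the mean of that plate's compound wells plus 3 SD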;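 further: peak over basal fluorescence ratio during 140 s after agonist addition; 0% = ACh EC80 plus DMSO and 100% = DMSO alone without agonist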
# CHO-K1 Ca ag: counter-screen for M1 agonists: effect in parental CHO-K1 cells; hit rate 0.48% among 360,000; AID 602248; Fluo-8 calcium fluorescence; scaled to maximal ATP response, vehicle zero; activation, % at 3 µM; in the data active means activation above about 15%;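 further: untransfected CHO-K1 host cells lacking M1 receptor as counterscreen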
# CHO-K1 Ca antag: nonselective inhibitor or artifact in parental CHO-K1 cells; ATP-induced calcium, Fluo-8 fluorescence; inhibition, % at 3 µM; AID 602250; hit rate 0.6% among 360,000;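 active means inhibition above a per-plate cutoff, the plate's mean sample inhibition plus 3 SD, cut at about 24% in these data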;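 further: 0% = DMSO plus EC80 ATP and 100% = DMSO alone without ATP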
# M1 PAM parental: M1 PAM counterscreen hit in parental CHO-K1 cells; activation, % at 3 µM; hit rate 0.02% among 360,000; ATP EC20, Fluo-8 calcium fluorescence; 0% at ATP EC20, 100% at ATP max;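 active means activation above the run cutoff, the mean activation of all test compounds plus 3 SD, cut at about 40% in these data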;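 further: peak over basal fluorescence ratio in a 140 s read after ATP addition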
# CHO parental Ca: signal in parental CHO cells, OX1R antagonist counter-screen. parental CHO-K1, ATP-induced calcium, Fluo-8 fluorescence. inhibition, % at 5.6 µM. hit rate 0.63% among 330,000. AID 463079;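 active means inhibition above that plate's mean sample inhibition plus 3 SD, cut at about 26% in these data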;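 further: 0% = ATP-challenged DMSO wells and 100% = DMSO wells without ATP; some compounds past the cut are filed as inactive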
#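 Measured by: calcium-sensitive Fluo-8 fluorescence / Test system: CHO parental line / Controls: ATP-challenged DMSO wells low, unchallenged DMSO wells high / Measure: % inhibition / Compound: single nominal dose of 5.6 µM per compound / Replicates: single well per compound, no replicates / Reagent: ATP as calcium-mobilizing challenge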
# TAAR1 ag: agonists of human TAAR1 | Q96RJ0 | CHO RD-HGA16 TAAR1, Fluo-8 calcium fluorescence; vehicle wells 0%, saturating PEA agonist 100% | activation, % at 3 µM | hit rate 0.99% among 360,000;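 active means activation above the mean activation of all test compounds in the run plus 3 SD, cut at about 38% in these data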
#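 Assay system – CHO-derived RD-HGA16 cells with stable Gα16 and human TAAR1 · Compound dosing – one-point dosing at 3 µM (nominal) · Incubation – 17-24 h seeding, 75 min 37 °C dye, 30 min RT · Measured by – kinetic Fluo-8 calcium fluorescence · Control set – DMSO vehicle as 0%, PEA at EC100 as 100% · Repeats – single well for each compound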
# TAAR1 antag: antagonists of human TAAR1 | hit rate 1.5% among 360,000 | CHO RD-HGA16 TAAR1, Fluo-8 calcium fluorescence, antagonist | AID 624466 | Q96RJ0 | inhibition, % at 3 µM;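 active means inhibition above a per-plate cutoff, the mean inhibition of test compounds on that plate plus 3 SD, cut at about 49% in these data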;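 further: 0% = DMSO plus EC80 beta-PEA response and 100% = DMSO alone without agonist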
#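 Material: CHO RD-HGA16 cells bearing hTAAR1; compound dosing: one-point dosing, 3 µM nominal final; schedule: dye loading 75 min at 37 °C, then 30 min room temperature; measured by: calcium fluorescence with Fluo-8; control set: vehicle and agonist controls; replication: n of 1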
# Numbers without * were called inactive; · = no result given.
SMILES,OXTR potentiate,M1 ag,M1 antag,CHO-K1 Ca ag,CHO-K1 Ca antag,M1 PAM parental,CHO parental Ca,TAAR1 ag,TAAR1 antag
Cn1c(NCCOc2ccccc2Cl)nc2cc(-c3ccc(F)cc3)sc2c1=O,·,-1,-8,-0.3,-7,7,·,-1,6
Cc1ccc(NC(=O)COC(=O)c2cccnc2Cl)cc1S(=O)(=O)N1CCOCC1,-7,1,-2,7.4,-14,7,-2,4,7
COC[C@@H]1CCCN1c1ccc2c(c1)O[C@H](COCc1ccccc1)CN([C@H](C)c1ccccc1)S2(=O)=O,·,·,·,0.9,-10,7,·,4,-14
COc1ccc(NC(=O)N(C)C[C@@H]2OCc3cnnn3CCCC(=O)N([C@@H](C)CO)C[C@H]2C)cc1,·,-4,17,0.2,23,-9,·,1,-5
Cc1ccccc1NC(=S)NC(=O)C1CCCCC1,-11,-5,-1,0.8,-11,2,-13,0,-32
CCn1cnc2c1c(=O)n(CC(=O)NCC(F)(F)F)c(=O)n2Cc1ccccc1,-5,-2,16,0.3,7,16,-5,3,-11
O=C(NCCOC(=O)c1ccc(C(=O)OCCNC(=O)c2cccnc2)s1)c1cccnc1,-7,-6,-6,0.0,-26,-4,0,2,1
O=C(O)C1CC(O)CN1c1nc(Cl)ccc1[N+](=O)[O-] (configuration not stated),-7,-6,6,2.6,14,2,-12,10,1
CCc1ccc(N2C(=O)CN(Cc3cc(OC)c(OC)c(OC)c3)C2=S)cc1,-5,-3,-5,4.4,-11,23,-13,8,-8
Cc1ccc(S(=O)(=O)/N=C(/c2ccc(F)cc2)N2CCOCC2)cc1,-2,-3,0,0.4,3,-7,12,1,-13
O=C(c1cccc2ccccc12)N1CCN=C1SCc1ccc([N+](=O)[O-])cc1,-4,-3,-6,-0.4,11,1,6,18,-2
O=S(=O)(Nc1cccc(-c2cn3cccnc3n2)c1)c1ccc(F)cc1,-5,-1,-7,1.5,0,7,-9,3,1
O=c1[nH]c2ccccc2c2oc(CCl)nc12,8,-3,-15,-0.1,-6,4,-8,2,-2
Cc1noc(NS(=O)(=O)c2ccc(NC(=O)c3nn(-c4ccc(F)cc4)ccc3=O)cc2)c1C,-8,-3,-7,0.6,-17,19,-2,3,-19
CN(C(=O)CC(NC(=O)c1ccccc1)(c1ccccc1)c1ccccc1)c1ccccc1,-9,-4,5,0.2,-8,5,-11,6,-1
CC(C)CC1Nc2ccc(C(=O)NCCCN3CCOCC3)cc2NC1=O (configuration not stated),-7,-10,-8,1.7,-13,-16,13,-1,-15
O=C(Nc1ccc2c(c1)OCCO2)C1c2ccccc2C(=O)N2CCc3ccccc3C12 (configuration not stated),-5,-2,-12,-0.1,1,0,-12,2,-4
COc1ccc(C(=O)NCCCN2CCOCC2)cc1S(=O)(=O)N1CCCc2ccccc21,-20,-5,-5,1.7,-21,16,-3,5,-13
CC[n+]1c(/C=C2\C=C(C)CC(C)(C)C2)sc2ccccc21,-7,-10,25,2.5,-6,8,-13,-1,-17
CCC(C)(C)NC(=O)C(c1ccc(OC)cc1)N(C(=O)CCC(=O)Nc1cc(C)on1)c1cccc(F)c1 (configuration not stated),-8,0,-13,1.1,-14,7,6,2,-9
CS(=O)(=O)N1CCC(Oc2ccccc2C(=O)N2CCNC(=O)C2)CC1,4,-4,4,9.9,9,-1,-4,1,-13
O=C(CN1CCN(Cc2ccc3c(c2)OCO3)CC1)Nc1ccc2[nH]c(=O)[nH]c2c1,3,-7,-20,1.6,-15,16,-10,3,-3
COc1cc(C(=O)NNC(=O)c2ccc(NC(C)=O)cc2)cc(OC)c1OC,-13,-2,2,-0.5,16,-15,-8,4,-5
CCc1c(C)sc(NC(=O)CC#N)c1C#N,-7,2,-7,0.0,-4,17,-12,·,·
Cc1cc(C)nc(N(C#N)Cc2cccc3ccccc23)n1,-8,-5,6,-0.7,-3,0,-5,16,12
COc1ccc(NC(=O)CC2CCCC2)cc1S(=O)(=O)N1CCCCC1,-4,-2,-3,6.2,-9,6,-22,5,17
O=C(NNS(=O)(=O)c1ccccc1Cl)c1nn(-c2ccc(F)cc2)ccc1=O,-7,-3,-7,0.1,-2,16,-7,0,-24
COc1ccc(-c2oc3ccc(-c4ccc5c(c4)OCO5)cc3c2-c2ccc(OC)nc2)cc1,-5,-2,2,-0.1,-4,13,-12,4,15
C=CCn1c(SCC(=O)Nc2ccc(F)cc2)nc2cc(C(=O)O)ccc2c1=O,-4,0,1,-0.4,14,4,-12,6,20
CC(=O)OC1C(OC(C)=O)C2C(C)CC3OC(=O)C(C)C3CC2(C)C1OC(C)=O (configuration not stated),·,-4,-7,0.8,-13,16,·,1,-18

# Twelve entries from above in a different format.
molecule | OXTR potentiate | M1 ag | M1 antag | CHO-K1 Ca ag | CHO-K1 Ca antag | M1 PAM parental | CHO parental Ca | TAAR1 ag | TAAR1 antag
CC[n+]1c(/C=C2\C=C(C)CC(C)(C)C2)sc2ccccc21 | -7 | -10 | 25 | 2.5 | -6 | 8 | -13 | -1 | -17
CCC(C)(C)NC(=O)C(c1ccc(OC)cc1)N(C(=O)CCC(=O)Nc1cc(C)on1)c1cccc(F)c1 (configuration not stated) | -8 | 0 | -13 | 1.1 | -14 | 7 | 6 | 2 | -9
CS(=O)(=O)N1CCC(Oc2ccccc2C(=O)N2CCNC(=O)C2)CC1 | 4 | -4 | 4 | 9.9 | 9 | -1 | -4 | 1 | -13
O=C(CN1CCN(Cc2ccc3c(c2)OCO3)CC1)Nc1ccc2[nH]c(=O)[nH]c2c1 | 3 | -7 | -20 | 1.6 | -15 | 16 | -10 | 3 | -3
COc1cc(C(=O)NNC(=O)c2ccc(NC(C)=O)cc2)cc(OC)c1OC | -13 | -2 | 2 | -0.5 | 16 | -15 | -8 | 4 | -5
CCc1c(C)sc(NC(=O)CC#N)c1C#N | -7 | 2 | -7 | 0.0 | -4 | 17 | -12 | · | ·
Cc1cc(C)nc(N(C#N)Cc2cccc3ccccc23)n1 | -8 | -5 | 6 | -0.7 | -3 | 0 | -5 | 16 | 12
COc1ccc(NC(=O)CC2CCCC2)cc1S(=O)(=O)N1CCCCC1 | -4 | -2 | -3 | 6.2 | -9 | 6 | -22 | 5 | 17
O=C(NNS(=O)(=O)c1ccccc1Cl)c1nn(-c2ccc(F)cc2)ccc1=O | -7 | -3 | -7 | 0.1 | -2 | 16 | -7 | 0 | -24
COc1ccc(-c2oc3ccc(-c4ccc5c(c4)OCO5)cc3c2-c2ccc(OC)nc2)cc1 | -5 | -2 | 2 | -0.1 | -4 | 13 | -12 | 4 | 15
C=CCn1c(SCC(=O)Nc2ccc(F)cc2)nc2cc(C(=O)O)ccc2c1=O | -4 | 0 | 1 | -0.4 | 14 | 4 | -12 | 6 | 20
CC(=O)OC1C(OC(C)=O)C2C(C)CC3OC(=O)C(C)C3CC2(C)C1OC(C)=O (configuration not stated) | · | -4 | -7 | 0.8 | -13 | 16 | · | 1 | -18

# More results.
SMILES,OXTR potentiate,M1 ag,M1 antag,CHO-K1 Ca ag,CHO-K1 Ca antag,M1 PAM parental,CHO parental Ca,TAAR1 ag,TAAR1 antag
O=C1CN(S(=O)(=O)c2ccc(Cl)cc2)c2ccccc2N1,1,-5,-14,0.4,-2,16,3,6,-5
COc1ccc(C(=O)NCCCNC(=O)c2ccccn2)cc1Br,-1,-4,6,0.4,-1,-5,6,1,-24
CCN(CC(=O)Nc1ccc2c(c1)OCCO2)C(=O)COc1cc(C)ccc1Cl,1,-4,2,0.1,10,-15,-19,4,-19
CC(C)n1cc(-c2ccc(Cl)cc2)cc(C#N)c1=O,-6,-2,-5,-0.1,1,7,-22,11,38
CC(C)(C)c1ccc(C(=O)N2CCC(=O)N(C(COCc3ccccc3)Cc3ccccc3)CC2)cc1 (configuration not stated),-13,-5,33*,2.4,-1,-13,-20,15,74*
Cn1c(Cc2ccc3c(c2)OCO3)nnc1SCC(=O)N1CCc2ccccc2C1,-6,-9,-10,0.6,-8,10,-4,10,4
C[C@H](NC(=O)c1nc[nH]c1C(=O)NC[C@@H](C)O)c1ccccc1,·,-2,-6,0.9,-7,23,·,1,-17
Nc1c(Br)cc2oc(-c3ccccc3)nc2c1Br,0,-4,-16,-0.2,-9,5,-3,9,0
Cc1ccccc1NC(=O)Cn1c(O)c(N=NC(=O)c2ccccc2O)c2ccccc21,-7,-6,0,3.2,-7,2,3,5,6
Cc1ccc(-n2c(Cc3cccn3C)nnc2SCC(N)=O)cc1,-7,-3,0,0.3,-14,1,-1,11,2
O=C(CSc1n[nH]c(-c2cc(Cl)ccc2Cl)n1)NCCN1C(=O)CSC1=O,-3,-3,5,0.3,-2,9,-13,0,15
Cc1noc(C)c1CSCC(=O)NCCN1C(=O)S/C(=C\c2ccccc2F)C1=O,-15,3,5,13,-7,-7,-12,13,56*
CC(=O)Nc1cc2c3ccccc3n(C)c2cc1[N+](=O)[O-],·,-7,-15,3.0,-11,26,·,-2,0
O=C(OCc1cn([C@@H]2C[C@H](c3ccccc3)N(Cc3cccs3)C[C@H]2O)nn1)c1ccccc1,·,-5,-17,1.1,-1,0,·,5,-12
Cc1ccc(S(=O)(=O)CC(=O)c2ccc([N+](=O)[O-])cc2)cc1,-7,-3,7,1.4,-8,-4,7,5,-9
CC(=O)c1c(C)[nH]c(C(=O)CSc2nnc(N)s2)c1C,-2,-8,4,0.7,7,-3,0,6,-1
O=C(CN1N=C(c2ccccc2)CCC1=O)NCc1ccccc1,-19,-5,-8,-0.1,6,-1,-5,2,-17
COC(=O)c1sc2ncccc2c1OCc1ccccc1Cl,-1,-7,-5,0.2,-14,12,-16,1,-5
COc1ccc(CN(C)C(=O)c2cccc(Oc3ccccc3)c2)c(OC)c1OC,-14,-2,9,9.5,-3,-7,-23,11,54*
COc1ccc(NC(=O)CN(C)CC(=O)Nc2sc3c(c2C(N)=O)CCC3)cc1,-5,-5,-14,0.1,-5,19,-12,-1,-14
N/C(=N\OC(=O)c1ccc(Cl)cc1)c1cccnc1,-14,2,-31,1.5,0,11,-10,15,2
